Candida biofilm: clotrimazole potentiators killing Candida biofilms, primary screen, with clotrimazole, Alamar Blue | actives 0.14% (n = 85,000) | inhibition, % at 6 µM | C. albicans biofilm + clotrimazole;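 active = inhibition above 20%; inactive = inhibition below 20%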;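 also: preformed 24 hr biofilms exposed to compound for 48 hr; 0% = biofilm without compound and 100% = blank killed by clotrimazole plus chlorhexidine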
ERa coact pot: enhancers of ERα–SRC-1 coactivator binding, primary screen, biochemical, TR-FRET, ERα LBD, low estradiol. actives 1.3% (n = 86,000). Estrogen receptor (Homo sapiens), P03372. TR-FRET ERalpha-LBD/SRC-Cy5 coactivator binding, 2 h; 100 = basal binding, no effect. AID 639, 2007. coactivator binding (% of control), % at 25.6 µM; in the data active = activity above about 200%;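 also: binding measured in presence of low estradiol as agonist stimulus; 0% = peptide alone without receptor and 100% = receptor with peptide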
MT1-MMP txn act: MT1-MMP promoter reporter activation – cell-based, luciferase luminescence, primary screen; actives 0.16% (n = 86,000); HT1080 MT1-MMP promoter luciferase reporter, overnight; hits give high values; AID 750, 2007; activation factor at 10 µM;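 active = activation factor of at least 2 for MT1-MMP transcription at 10 µM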
sEH inh: soluble epoxide hydrolase inhibitors, primary screen, biochemical, human sEH | actives 0.34% (n = 91,000) | AID 707, 2007 | Bifunctional epoxide hydrolase 2 (Homo sapiens), P34913 | inhibition, % at 2 µM | recombinant human sEH enzymatic activity assay; in the data active = inhibition above about 80%; also: values of inactives mirror those of a sister screen read the other way; many of its hits are not listed in these tables
Smad3 inh: Smad3/FoxH1 peptide binding inhibitors, primary screen, biochemical, TR-FRET; Mothers against decapentaplegic homolog 3 (Homo sapiens), P84022; TR-FRET Smad3/Dy647-FoxH1 peptide binding, europium anti-His; inhibition, % at 25 µM; actives 0.29% (n = 88,000);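 active = compounds that reduce the energy-transfer binding signal between the protein and its labelled peptide by more than half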;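 also: 0% = Smad3 plus labelled peptide maximal FRET and 100% = peptide-only background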
Target sequence (P84022 whole entry, looked up): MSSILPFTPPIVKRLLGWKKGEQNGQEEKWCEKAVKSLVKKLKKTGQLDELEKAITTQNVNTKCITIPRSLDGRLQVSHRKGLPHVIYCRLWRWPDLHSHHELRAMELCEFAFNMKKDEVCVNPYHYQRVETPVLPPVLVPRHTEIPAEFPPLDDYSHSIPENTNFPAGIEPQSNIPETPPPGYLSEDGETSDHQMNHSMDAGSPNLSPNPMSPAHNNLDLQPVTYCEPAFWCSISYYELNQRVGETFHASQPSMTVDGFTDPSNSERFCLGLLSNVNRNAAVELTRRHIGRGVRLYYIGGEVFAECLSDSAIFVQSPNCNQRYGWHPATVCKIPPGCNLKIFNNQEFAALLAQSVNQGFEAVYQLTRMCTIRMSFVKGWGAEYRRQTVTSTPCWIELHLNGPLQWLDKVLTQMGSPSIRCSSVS
sEH activator: soluble epoxide hydrolase activators, primary screen, biochemical, human sEH; Bifunctional epoxide hydrolase 2 (Homo sapiens), P34913; purified human sEH enzymatic activity, activator screen; activation, % at 2 µM; actives 0.04% (n = 91,000); in the data active = activation above about 37%; also: values of inactives mirror those of a sister screen read the other way
CD11b adhes enh: enhancers of CD11b/CD18 adhesion to fibrinogen, primary screen, K562 cells, luminescence. Integrin beta-2 (Homo sapiens) + Integrin alpha-M (Homo sapiens), P05107+P11215. ATPlite luminescence. activation, % at 10 µM. actives 0.07% (n = 93,000). AID 1499, 2009;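 active = 10 µM primary screen giving 50% or more activity, confirmed by 40% or more on retest at that dose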; also: strong numbers were not always called active; reference of the scale not given here
Mac1 fbg inh: inhibitors of CD11b/CD18 adhesion to fibrinogen, primary screen, K562 cells, luminescence; Integrin beta-2 (Homo sapiens) + Integrin alpha-M (Homo sapiens), P05107+P11215; ATPlite luminescence; Mn2+ added to activate the integrin; inhibition, % at 10 µM; actives 0.54% (n = 93,000); AID 1497, 2009;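 active = primary inhibition of 50% or more at 10 µM, then 40% or more on retest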; also: some results filed as inactive read as strong as hits
ERb SRC1 inh: inhibitors of ERβ-SRC1 coactivator interaction, primary screen, biochemical, TR-FRET, ERβ LBD, SRC-1 peptide. Estrogen receptor beta (Homo sapiens), Q92731. TR-FRET ER-beta LBD / SRC1-Cy5 peptide binding; receptor agonist-loaded with 1 µM estradiol. inhibition, % at 25.6 µM. actives 1.3% (n = 86,000). AID 633, 2007;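 active = compounds whose percent inhibition of the receptor-coactivator binding signal exceeds about 50% in the single-dose screen, limit read from the data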;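 also: 0% = receptor plus peptide wells without compound and 100% = peptide-only wells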
Target sequence (Q92731 whole entry, looked up, the tested form may be a part): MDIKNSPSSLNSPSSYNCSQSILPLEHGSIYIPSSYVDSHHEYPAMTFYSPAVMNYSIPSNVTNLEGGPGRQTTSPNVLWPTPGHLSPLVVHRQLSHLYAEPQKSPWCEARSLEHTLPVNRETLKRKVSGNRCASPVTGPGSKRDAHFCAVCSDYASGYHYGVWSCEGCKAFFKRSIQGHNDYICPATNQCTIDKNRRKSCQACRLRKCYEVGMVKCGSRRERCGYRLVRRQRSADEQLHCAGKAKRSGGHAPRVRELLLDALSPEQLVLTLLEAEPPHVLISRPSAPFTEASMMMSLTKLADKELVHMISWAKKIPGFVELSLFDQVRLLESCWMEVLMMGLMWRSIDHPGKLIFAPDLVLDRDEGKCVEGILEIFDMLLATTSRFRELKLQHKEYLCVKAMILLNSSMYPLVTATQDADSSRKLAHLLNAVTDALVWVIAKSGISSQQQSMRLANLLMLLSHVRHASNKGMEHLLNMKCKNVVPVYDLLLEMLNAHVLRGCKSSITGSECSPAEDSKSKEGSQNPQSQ
The depositor's hits bear a star; [ ] = dose if it differs, or a comment. Only part of the results is shown (hit frequency here may not be typical).

`O=S(=O)(CCN1CCN(C(c2ccccc2)c2ccccc2)CC1)C(F)(F)F` gave Candida biofilm 6, ERa coact pot 73, MT1-MMP txn act 1.2, sEH inh 2, Smad3 inh -3, sEH activator -1, CD11b adhes enh -1, Mac1 fbg inh 1 and ERb SRC1 inh 8.
Screening COc1ccc(C(=O)NCCn2ccc3ccccc32)c(OC)c1 returned Candida biofilm 3, ERa coact pot 100, MT1-MMP txn act 1.4, sEH inh 4, Smad3 inh 2[fluorescence artefact?], sEH activator -4, CD11b adhes enh 2, Mac1 fbg inh -10 and ERb SRC1 inh 0.
Screening O=C(NCc1cccnc1)C1CCN(S(=O)(=O)c2cccnc2)CC1 returned Candida biofilm 8, ERa coact pot 104, sEH inh -2, Smad3 inh 14[fluorescence artefact?], sEH activator 4, CD11b adhes enh 3, Mac1 fbg inh 9 and ERb SRC1 inh 2.
For Cc1ccc2[nH]c(=O)c(CN(Cc3ccc4c(c3)OCO4)Cc3nnnn3C3CCCC3)cc2c1 the results were Candida biofilm -5, ERa coact pot 92, MT1-MMP txn act 1.1, Smad3 inh 12, CD11b adhes enh -4, Mac1 fbg inh 9 and ERb SRC1 inh 0[fluorescence artefact?].
CN1CCC(OC(=O)COc2ccc(C(C)(C)C)cc2)CC1 was read as Candida biofilm 2, ERa coact pot 112[fluorescence artefact?], MT1-MMP txn act 1, sEH inh 11, Smad3 inh 5, sEH activator -11, CD11b adhes enh -1, Mac1 fbg inh -7 and ERb SRC1 inh -10.
Screening O=C(NCCCCNC(=O)C1CCCC1)C1CCCC1 returned Candida biofilm 7, ERa coact pot 103, MT1-MMP txn act 1.2, sEH inh -5, Smad3 inh -17, sEH activator 8, CD11b adhes enh 5, Mac1 fbg inh -26 and ERb SRC1 inh -7.
`CCSc1nc2c(c(=O)[nH]1)C(c1cccnc1)C(C(=O)OC(C)C)=C(C)N2` (stereo unspecified) gave Candida biofilm 8, ERa coact pot 96, MT1-MMP txn act 1.2, sEH inh 9, Smad3 inh 13[fluorescence artefact?], sEH activator -11 and ERb SRC1 inh -6.
`O=C1c2ccccc2C(Nc2cccnc2)N1Cc1ccccc1Cl` (stereo unspecified) gave Candida biofilm -2, ERa coact pot 171, MT1-MMP txn act 1.2, Smad3 inh -5, CD11b adhes enh 2, Mac1 fbg inh -36 and ERb SRC1 inh 5.
O=C(Cn1[nH]c(=O)c2ccccc2c1=O)Nc1ccc2c(c1)CCC2 was read as Candida biofilm -7, ERa coact pot 85, MT1-MMP txn act 1.2, Smad3 inh -1, CD11b adhes enh -5, Mac1 fbg inh 3 and ERb SRC1 inh -7.
O=C(CSc1nnc(-c2ccccc2)o1)c1nnc(-c2ccccc2)o1 was read as ERa coact pot 83[fluorescence artefact?], MT1-MMP txn act 1.1, Smad3 inh 10, CD11b adhes enh -1, Mac1 fbg inh 9 and ERb SRC1 inh 19.
`CC(C)COC(=O)n1c(=O)oc2cc(S(=O)(=O)N3CCCCC3)ccc21` gave Candida biofilm 4, ERa coact pot 84, MT1-MMP txn act 1.2, Smad3 inh -11, CD11b adhes enh 1, Mac1 fbg inh 20 and ERb SRC1 inh 10.
Screening COCCNC(=O)C1CCN(S(=O)(=O)N2CCC3(CC2)OCCO3)CC1 returned Candida biofilm 2, ERa coact pot 99, MT1-MMP txn act 1.1, sEH inh 1, Smad3 inh -7, sEH activator -1 and ERb SRC1 inh 5.
`CN1CCN(S(=O)(=O)c2ccc(N)cc2)CC1` gave Candida biofilm -16, ERa coact pot 64[fluorescence artefact?], MT1-MMP txn act 1.1, sEH inh 1, Smad3 inh -6, sEH activator -2 and ERb SRC1 inh -2.
Screening Cc1cc(C)c(C#N)c(Nc2ccccc2)n1 returned Candida biofilm 6, ERa coact pot 108, MT1-MMP txn act 1.2, sEH inh -23, Smad3 inh 9, sEH activator 22 and ERb SRC1 inh -17.
`CCOC(=O)C1=C(C)NC(C)=C(C(=O)OCC)C1C(=O)OCC(=O)N1CCC(C)CC1` gave Candida biofilm -1, ERa coact pot 101, MT1-MMP txn act 1.1, sEH inh -4, Smad3 inh -14, sEH activator 4 and ERb SRC1 inh -8.
COc1ccc(C)cc1NC(=O)CN1CCN(S(=O)(=O)c2ccc(Br)cc2)CC1 was read as MT1-MMP txn act 1, sEH inh -13, sEH activator 10, CD11b adhes enh 0 and Mac1 fbg inh 3.
For O=C(CCc1ccc(S(=O)(=O)NCc2ccccc2)cc1)N1CCN(Cc2ccc3c(c2)OCO3)CC1 the results were Candida biofilm 9, ERa coact pot 94, MT1-MMP txn act 1, sEH inh 3, Smad3 inh -13, sEH activator -2, CD11b adhes enh -3, Mac1 fbg inh -2 and ERb SRC1 inh 41[fluorescence artefact?].
O=C(CCn1c(=O)sc2ccccc21)Nc1cccnc1 was read as Candida biofilm 3, ERa coact pot 93, MT1-MMP txn act 1.1, sEH inh 7, Smad3 inh 10, sEH activator -4 and ERb SRC1 inh -4[fluorescence artefact?].
`O=C(O)CSCC(=O)Nc1ccc(C2CCCCC2)cc1` gave Candida biofilm 3, ERa coact pot 111, sEH inh -7, Smad3 inh -5, sEH activator 9, CD11b adhes enh -4, Mac1 fbg inh 6 and ERb SRC1 inh 15.
Cc1ccc(C)c(Cn2cnc3c(cnn3C(C)(C)C)c2=O)c1 was read as Candida biofilm 5, ERa coact pot 102[fluorescence artefact?], MT1-MMP txn act 1.1, sEH inh -1, Smad3 inh 7[fluorescence artefact?], sEH activator 1, CD11b adhes enh -3, Mac1 fbg inh 1 and ERb SRC1 inh -6.
c1ccc(COc2ccc(OCCCCN3CCCCC3)cc2)cc1 was read as Candida biofilm -5, ERa coact pot 115, MT1-MMP txn act 1.4, sEH inh -10, Smad3 inh 2, sEH activator 10, CD11b adhes enh 0, Mac1 fbg inh -17 and ERb SRC1 inh 0.
Screening CCOC(=O)c1[nH]c(C)c(C(=O)N(CC)CC)c1C returned Candida biofilm 8, ERa coact pot 97, MT1-MMP txn act 1, sEH inh 1, Smad3 inh 1, sEH activator -2, CD11b adhes enh 23, Mac1 fbg inh -2 and ERb SRC1 inh -6[fluorescence artefact?].
For CCc1c(C)nc2cc(-c3ccc(OC)c(OC)c3)nn2c1N1CCC(C)CC1 the results were Candida biofilm 2, ERa coact pot 85, MT1-MMP txn act 1.1, sEH inh 6, Smad3 inh -14, sEH activator -5 and ERb SRC1 inh -3.
Cc1c(NS(=O)(=O)c2cccs2)c(=O)n(-c2ccccc2)n1C was read as Candida biofilm 4, ERa coact pot 115, MT1-MMP txn act 1, sEH inh -9, Smad3 inh 1, sEH activator 8, CD11b adhes enh 5, Mac1 fbg inh 1 and ERb SRC1 inh -10.
`COc1cc(=O)[nH]c(=O)n1C(=O)Cc1ccccc1` gave Candida biofilm 7, ERa coact pot 97, MT1-MMP txn act 0.9, sEH inh -16, Smad3 inh 10[fluorescence artefact?], sEH activator 18, CD11b adhes enh 3, Mac1 fbg inh 35 and ERb SRC1 inh -2.
Screening Cc1ccc2c(c1)N(Cc1ccccn1)C(=O)C(C)O2 (stereo unspecified) returned MT1-MMP txn act 1.1, sEH inh -7, sEH activator 6, CD11b adhes enh 2 and Mac1 fbg inh 1.
For CSc1nncn1/N=C/c1ccccc1F the results were Candida biofilm 3, ERa coact pot 97, MT1-MMP txn act 1, sEH inh 3, Smad3 inh 7, sEH activator -1, CD11b adhes enh -2, Mac1 fbg inh -20 and ERb SRC1 inh 4.
Screening COC(=O)c1[nH]c2ccc(C)cc2c1NC(=O)CN1CCCc2ccccc21 returned Candida biofilm 6, ERa coact pot 73[fluorescence artefact?], MT1-MMP txn act 1.3, sEH inh 4, Smad3 inh 19, sEH activator 1, CD11b adhes enh 108, Mac1 fbg inh -34 and ERb SRC1 inh 54*.
CSc1nncc(/C(C)=N\Nc2ccccc2)n1 was read as sEH inh -21, sEH activator 24, CD11b adhes enh 15 and Mac1 fbg inh -6.
For O=C(Cn1ncc2c1-c1ccccc1OC2)Nc1ccc(S(=O)(=O)N2CCCCC2)cc1 the results were Candida biofilm 5, ERa coact pot 102, MT1-MMP txn act 1, sEH inh 44, Smad3 inh 10, sEH activator -42, CD11b adhes enh 0, Mac1 fbg inh -9 and ERb SRC1 inh -1.
For CC(NS(C)(=O)=O)C(c1cccs1)N1CCN(c2ccccc2F)CC1 (stereo unspecified) the results were Candida biofilm -2, ERa coact pot 102, MT1-MMP txn act 1.1, sEH inh 12, Smad3 inh -9, sEH activator -11 and ERb SRC1 inh 10[fluorescence artefact?].
For Cc1cc(NS(=O)(=O)c2ccc(NC(=O)c3cc(-c4cccnc4)nc4ccc(Cl)cc34)cc2)no1 the results were sEH inh 1, sEH activator 1, CD11b adhes enh -5 and Mac1 fbg inh -6.

Compounds listed so far that have a halogen (six):
`O=S(=O)(CCN1CCN(C(c2ccccc2)c2ccccc2)CC1)C(F)(F)F` gave Candida biofilm 6, ERa coact pot 73, MT1-MMP txn act 1.2, sEH inh 2, Smad3 inh -3, sEH activator -1, CD11b adhes enh -1, Mac1 fbg inh 1 and ERb SRC1 inh 8.
`O=C1c2ccccc2C(Nc2cccnc2)N1Cc1ccccc1Cl` (stereo unspecified) gave Candida biofilm -2, ERa coact pot 171, MT1-MMP txn act 1.2, Smad3 inh -5, CD11b adhes enh 2, Mac1 fbg inh -36 and ERb SRC1 inh 5.
COc1ccc(C)cc1NC(=O)CN1CCN(S(=O)(=O)c2ccc(Br)cc2)CC1 was read as MT1-MMP txn act 1, sEH inh -13, sEH activator 10, CD11b adhes enh 0 and Mac1 fbg inh 3.
For CSc1nncn1/N=C/c1ccccc1F the results were Candida biofilm 3, ERa coact pot 97, MT1-MMP txn act 1, sEH inh 3, Smad3 inh 7, sEH activator -1, CD11b adhes enh -2, Mac1 fbg inh -20 and ERb SRC1 inh 4.
For CC(NS(C)(=O)=O)C(c1cccs1)N1CCN(c2ccccc2F)CC1 (stereo unspecified) the results were Candida biofilm -2, ERa coact pot 102, MT1-MMP txn act 1.1, sEH inh 12, Smad3 inh -9, sEH activator -11 and ERb SRC1 inh 10[fluorescence artefact?].
For Cc1cc(NS(=O)(=O)c2ccc(NC(=O)c3cc(-c4cccnc4)nc4ccc(Cl)cc34)cc2)no1 the results were sEH inh 1, sEH activator 1, CD11b adhes enh -5 and Mac1 fbg inh -6.

Screening results deposited in PubChem BioAssay by several laboratories.
